# Nrf2 block: inhibitors of Nrf2 signaling. A549 ARE-Fluc reporter, luciferase luminescence, 18-24 h. Potency, µM (top dose mostly 46 µM), without a hit: at the top dose activity change, negative = inhibition, most hits filed as inhibitors. 360,000 tested, 2.1% active; note: potency is the fitted concentration of half-maximal effect; % is set by controls: 0 for no effect and ±100 for the full control effect; nearly all actives have a fitted effect of over 60% in size
#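 In this cell-based qHTS, ARE-driven firefly luciferase in A549 cells reports Nrf2 activity; the luminescent signal after BugLite lysis is the measured value, with a prior CellTiter-Fluor read for cell health.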
# EPAC2 antagonist: blocks human EPAC2 exchange factor; 360,000 tested, 0.18% active; Potency, µM (titrated, usually from 114 µM), inactives show at the top dose activity, negative = inhibition, actives largely listed as inhibitors; EPAC2 GEF exchange of Rap1B-BODIPY-GDP, fluorescence; Q8WZA2; note: potency is the fitted concentration of half-maximal effect; % is set by controls: 0 for no effect and ±100 for the full control effect; nearly all actives have a fitted effect of over 45% in size; many of its hits are not listed in these tables
# Target sequence (Q8WZA2 whole entry, looked up): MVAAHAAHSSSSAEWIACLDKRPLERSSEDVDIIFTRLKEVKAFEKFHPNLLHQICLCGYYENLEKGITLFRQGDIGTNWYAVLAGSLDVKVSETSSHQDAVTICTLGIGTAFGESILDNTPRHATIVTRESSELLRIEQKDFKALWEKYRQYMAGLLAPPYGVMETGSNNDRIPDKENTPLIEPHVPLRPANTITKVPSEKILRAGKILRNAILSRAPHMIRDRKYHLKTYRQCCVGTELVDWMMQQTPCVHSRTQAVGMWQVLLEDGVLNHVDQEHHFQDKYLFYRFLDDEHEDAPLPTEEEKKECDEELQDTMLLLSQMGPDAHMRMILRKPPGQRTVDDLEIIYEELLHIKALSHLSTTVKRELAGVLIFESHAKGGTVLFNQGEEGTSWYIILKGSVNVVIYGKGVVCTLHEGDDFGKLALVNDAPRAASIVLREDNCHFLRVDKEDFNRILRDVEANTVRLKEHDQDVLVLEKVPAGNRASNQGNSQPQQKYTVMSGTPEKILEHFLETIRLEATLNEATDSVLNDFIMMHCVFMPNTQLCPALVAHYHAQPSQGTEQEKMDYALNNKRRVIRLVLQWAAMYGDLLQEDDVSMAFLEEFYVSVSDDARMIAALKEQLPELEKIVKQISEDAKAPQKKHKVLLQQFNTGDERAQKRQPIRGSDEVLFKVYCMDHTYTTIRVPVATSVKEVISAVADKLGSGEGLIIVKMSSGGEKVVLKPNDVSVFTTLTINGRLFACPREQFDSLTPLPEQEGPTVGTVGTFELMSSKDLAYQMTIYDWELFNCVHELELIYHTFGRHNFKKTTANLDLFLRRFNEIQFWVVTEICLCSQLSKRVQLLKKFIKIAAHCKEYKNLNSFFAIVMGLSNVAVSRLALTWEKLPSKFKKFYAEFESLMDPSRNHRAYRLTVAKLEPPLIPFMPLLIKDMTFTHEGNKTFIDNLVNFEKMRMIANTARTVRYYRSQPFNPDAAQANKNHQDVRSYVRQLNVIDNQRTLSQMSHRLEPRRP
# pAkt inh: Akt phosphorylation inhibition; 360,000 tested, 0.32% active; activity change, % for hits at 50 µM; Neuro2A IGF-stimulated pAkt S473 HTRF, 20 min; stronger effect = lower value; in the data active = activity change below about -80%; inconclusive = mostly about -51% to -80%; note: % is set by controls: 0 for no effect and ±100 for the full control effect
#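 Single-point screen (50 µM final compound) in Neuro2A cells stimulated 20 min with 6 nM IGF at 37 deg C. After lysis, Ser473-phosphorylated Akt read by HTRF (ex 330 nm, em 615/665 nm) as the 665/615 ratio.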
# A549 viability: kills or reduces viability of A549 cells in Nrf2 counter-screen. A549 ARE-Fluc cells, CellTiter-Fluor viability, 18-24 h. Potency, µM (highest dose often 46 µM), without a hit: top-dose activity change, negative = cytotoxicity, hits mostly inhibitors. 390,000 tested, 0.16% active. AID 504648; note: potency is the fitted concentration of half-maximal effect; % is set by controls: 0 for no effect and ±100 for the full control effect
#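 A549 ARE-Fluc cells in 5% FBS OPTI-MEM, 5000 cells/well, rested 2 h then exposed to compounds in concentration-response for 18-24 h at 37 °C. Viability by CellTiter-Fluor fluorescence (Ex 405/Em 525) after 30 min; luciferase luminescence (BugLite, 15 min, RT) read afterwards.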
# Nrf2 activator: activators of Nrf2 (ARE) signaling; AREc32 ARE-luciferase reporter (MCF7-derived line), luminescence, 24 h; Potency, µM (highest dose often 46.1 µM), for inactives: at the highest dose activation, most hits filed as activators; 410,000 tested, 0.31% active; AID 624171; note: potency is the fitted concentration of half-maximal effect; % of control where 0% means no effect; nearly all actives have a fitted effect of over 65% in size
#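 Each well held 1000 AREc32 cells, which were incubated with compound for 24 hr at 37 deg C after overnight attachment, and ARE reporter activity was quantified by firefly luciferase luminescence.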
# CCT chaperon mod: modulators of cytosolic chaperonin (CCT/TRiC) activity | AID 651819 | activity change, % (no concentration beside the values), hits read low | purified chaperonin ATPase assay, HTRF ADP detection, 30 min | 360,000 tested, 0.3% active; in the data active = activity change below about -30%; note: % is set by controls: 0 for no effect and ±100 for the full control effect
#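 Nucleotide hydrolysis assay: TRiC at 20–40 nM final (set by batch activity) with 10 uM ATP, 30 min at 37 °C, in presence of 76 uM compound. Detection by competitive ADP HTRF, 30 min ambient.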
# TGFb inhibitor: TGF-b pathway inhibition | HepG2 CAGA-GFP TGF-b/SMAD3 reporter, GFP fluorescence, 18 h; TGF-beta stimulated, 500 pg/mL final | Potency, µM (series often up to 46.1 µM), for the others: at the highest dose activity, negative = inhibition, usual class: inhibitors | 410,000 tested, 1.2% active; note: potency is the fitted concentration of half-maximal effect; % is set by controls: 0 for no effect and ±100 for the full control effect; nearly all actives have a fitted effect of over 65% in size
#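 Cell-based qHTS in HEPG2 carrying a CAGA-GFP Smad reporter; compounds added before 500 pg/mL final TGF-beta, 18 h incubation at 37 degrees C, GFP fluorescence quantified per cell by imaging cytometry.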
# Mm-Cpn inhibitor: M. maripaludis TRiC chaperonin inhibition | purified Mm-Cpn ATPase, ADP Transcreener TR-FRET | Potency, µM (doses to about 76.9 µM), for the others: top-dose activity, negative = inhibition, hits mostly inhibitors | 330,000 tested, 0.031% active | AID 504842; note: potency is the fitted concentration of half-maximal effect; % is set by controls: 0 for no effect and ±100 for the full control effect; nearly all actives have a fitted effect of over 80% in size
#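 ATP (10 uM final) was added to archaeal chaperonin (25 nM final) after 10 min exposure to test compound at 37°C; after 30 min further incubation, ADP was detected by competitive TR-FRET.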
# EPAC2 agonist: activates human EPAC2 exchange factor. EPAC2 activation, biochemical qHTS; response scale: 100% = 6.5 mM cAMP response. Potency, µM (series often up to 154 µM), for the others: at the highest dose activation, usual class: activators. 360,000 tested, 0.079% active; note: potency is the fitted concentration of half-maximal effect; nearly all actives have a fitted effect of over 50% in size
#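 Exchange assay: 100 nM EPAC2 with 250 nM Rap1B-BODIPY-GDP and 50 uM GDP. Fluorescence (ex 480/em 540 nm) read every 5 min for 30 min at room temperature. Data normalized to 6.5 mM cAMP as agonist control.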
# Numbers without * were called inactive; i = inactive; ? = inconclusive; . = no result given; & = joins results of further samples; [ ] = dose if it differs, or a comment. Unless noted, calls come from the whole dose curve; as a rule, active = well fitted curve in the direction sought with a large enough effect; inconclusive = small, poorly fitted or top-dose-only effect, or another doubt; inactive = no such curve, though single readings can be large; an effect the other way counts as inactive or inconclusive. A portion of the library. The share of hits here may be higher or lower than overall.
(1) Fc1ccc(N=C2NN=C(c3cc(F)ccc3F)CS2)cc1
(2) O=C(NNc1ccccc1[N+](=O)[O-])Nc1ccc(F)cc1
(3) CC(=O)Nc1c(O)c2ccccc2[nH]c1=O
(4) O=C(NCc1cccs1)C1CCCN(S(=O)(=O)c2ccc(Br)s2)C1 (configuration not stated)
(5) S=c1[nH]nc(-c2ccco2)n1/N=C/c1cccc(Cl)c1
(6) CC(CN1CCCCC1)OC(=O)c1ccco1 (configuration not stated)
(7) CCCNC(=O)c1ccc(COc2ccc(C)cc2)o1
(8) O=C(NCc1cccnc1)C(=O)c1c[nH]c2ccccc12

Assay by compound	1	2	3	4	5	6	7	8
pAkt inh	i	i	i	i	i	i	i	i
A549 viability	?	-4%	2%	-6%	3%	4%	19%	0%
Nrf2 activator	21%	-0.8%	-0.6%	-0.7%	13µM*	-0.7%	0.9%	4.0%
CCT chaperon mod	-1.8	0.3	0.7	-2.3	-0.1	2.7	-2.9	-0.1
Mm-Cpn inhibitor	-13%	0%	-1%	.	-4%	0%	2%	-1%
EPAC2 antagonist	0%	2%	18%	-4%	0%	0%	-3%	17%
Nrf2 block	?	-19%	23%	.	-3%	3%	-26%	10%
EPAC2 agonist	8%	1%	-5%	0%	3%	11%	7%	17%
TGFb inhibitor	?	5%	-4%	3%	-20%	14%	-17%	0%

# Some entries already given, limited to TGFb inhibitor.
entry | compound | TGFb inhibitor
3 | CC(=O)Nc1c(O)c2ccccc2[nH]c1=O | -4%
4 | O=C(NCc1cccs1)C1CCCN(S(=O)(=O)c2ccc(Br)s2)C1 (configuration not stated) | 3%

# Following part
(9) Cc1c(-c2nsc(NC(=O)c3ccc(Cl)cc3)n2)nnn1-c1ccc(C(C)C)cc1
(10) Cc1ccccc1NC(=O)c1ccc(NC(=O)c2ccco2)cc1
(11) COc1ccc(C2C(C(N)=O)=C(C)Nc3nc(CCCO)nn32)cc1OC (configuration not stated)
(12) CCOC(=O)NN1C(=O)c2ccccc2NC1c1ccc(OC)cc1 (configuration not stated)
(13) COc1cc(/C=N/O)ccc1Oc1ccc([N+](=O)[O-])cc1[N+](=O)[O-]
(14) CCCCN(CC)CCNC(=O)c1cc2c(=O)[nH]c3ccccc3c2s1
(15) CC1=C(C(=O)N2CCOCC2)C(c2cccs2)NC(=O)N1 (configuration not stated)
(16) COc1ccc(S(=O)(=O)N(C)C[C@H]2Oc3ccc(NS(=O)(=O)c4ccccc4)cc3C(=O)N([C@H](C)CO)C[C@@H]2C)cc1

Assay by compound	9	10	11	12	13	14	15	16
pAkt inh	.	i	i	i	i	i	i	i
A549 viability	-13%	-5%	4%	-3%	-13%	-8%	-5%	6%
Nrf2 activator	1.2%	0.6%	0.0%	-0.1%	29%	0.3%	-0.8%	-0.7%
CCT chaperon mod	.	-0.6	2.4	-9.3	0.9	-0.5	-1.3	-1.2
Mm-Cpn inhibitor	.	-2%	-2%	-1%	3%	-29%	-2%	-1%
EPAC2 antagonist	.	8%	-2%	-1%	-18%	8%	7%	-14%
Nrf2 block	?	.	-12%	-11%	-7%	2%	-6%	-22%
EPAC2 agonist	.	1%	1%	4%	16%	-5%	-5%	10%
TGFb inhibitor	?	0%	6%	-8%	-25%	-1%	16%	0%

(17) COc1ccc(S(=O)(=O)NC(C)C(=O)NCc2ccncc2)cc1C (configuration not stated)
(18) N#Cc1c(-c2ccc(Cl)cc2)cc(-c2ccccc2)nc1SCC(=O)O
(19) O=C(N/N=C/c1cccc([N+](=O)[O-])c1)c1cccs1
(20) CC(C)(C)C1CCC(C(=O)Nc2ccccc2)CC1 (configuration not stated)
(21) CCc1nc2oc3ccc(C)cc3c(=O)c2cc1C(=O)OC
(22) Cc1ccc(NC(=O)C2CCCN(S(=O)(=O)c3cccc4nsnc34)C2)c(C)c1 (configuration not stated)
(23) COc1cc(OC)cc(C(=O)NNC(=O)c2cc3ccccc3cc2O)c1
(24) N#C/C(=C\c1ccc(N2CCOCC2)o1)c1nc2ccccc2[nH]1

Assay by compound	17	18	19	20	21	22	23	24
pAkt inh	i	i	i	i	i	.	i	i
A549 viability	1%	-6%	0%	-18%	-7%	1%	-4%	?
Nrf2 activator	0.4%	5.1%	29%	0.0%	2.4%	-0.7%	-0.4%	4.1%
CCT chaperon mod	-2.1	0.9	2.3	0.0	-1.7	.	-0.7	-1.5
Mm-Cpn inhibitor	0%	-1%	2%	0%	-1%	.	-2%	-10%
EPAC2 antagonist	11%	-3%	12%	-16%	0%	.	-12%	6%
Nrf2 block	12%	?	?	?	?	-30%	-9%	?
EPAC2 agonist	12%	2%	?	13%	2%	.	0%	50µM*
TGFb inhibitor	0%	?	9%	?	1%	-31%	-7%	259%[activator]

(25) CCOC(=O)c1ccc(NC(=O)CC2S/C(=N/N=C3/NC(=O)CS3)NC2=O)cc1 (configuration not stated)
(26) COc1ccc(S(=O)(=O)N2CCCC(C(=O)NCCCn3ccnc3)C2)cc1OC (configuration not stated)
(27) Cc1ccccc1CNC(=O)C1CCCN(c2cnccn2)C1 (configuration not stated)
(28) Cn1cc(C(=O)NCC(=O)Nc2ccccc2Br)cn1
(29) N#CC(=C1C=C(Br)C(=NO)C=C1Cl)c1cccc2ccccc12
(30) Cc1ccc(Sc2ncccc2C(=O)O)cc1C
(31) COc1cccc(NC(=S)N(CCc2c(C)[nH]c3ccc(C)cc23)Cc2cccs2)c1
(32) CCOC(=O)Cn1nc2sc3ccccc3n2c(=O)c1=O

Assay by compound	25	26	27	28	29	30	31	32
pAkt inh	i	i	i	i	i	i	i	i
A549 viability	-1%	18%	2%	-4%	.	-1%	-1%	6%
Nrf2 activator	-0.6%	0.5%	0.3%	-0.1%	22%	-0.7%	-0.7%	0.2%
CCT chaperon mod	0.1	0.8	0.1	-0.9	0.7	0.4	-2.1	-4.2
Mm-Cpn inhibitor	1%	0%	1%	2%	.	2%	2%	0%
EPAC2 antagonist	2%	14%	-7%	3%	?	-4%	3%	11%
Nrf2 block	1%	-24%	3%	7%	.	6%	-10%	4%
EPAC2 agonist	-6%	9%	6%	5%	-8%	1%	23%	22%
TGFb inhibitor	-5%	-10%	21%	9%	?	3%	?	5%

(33) CC(C)C(=O)Nc1ccc(-c2nnc(-c3ccccc3)o2)cc1
(34) Cc1ccc(-c2n[nH]c(=S)n2/N=C/C=C/c2ccccc2[N+](=O)[O-])cc1
(35) CC(=O)N1c2ccc(S(=O)(=O)NCC3CCC(C(=O)NCc4ccco4)CC3)cc2CC1C (configuration not stated)
(36) COc1cc2oc3ccccc3c(=O)c2cc1OC
(37) CCOc1ccc(Nc2oc(Cc3ccccc3)nc2C#N)cc1
(38) COc1ccccc1Cn1c(C)c(C(=O)NCc2ccco2)sc1=O
(39) C=CCNC(=O)CCCCC(=O)NCC=C
(40) CC(C)(C)N1CC(C(=O)Nc2ccc(S(N)(=O)=O)cc2)CC1=O (configuration not stated)

Assay by compound	33	34	35	36	37	38	39	40
pAkt inh	i	i	i	i	i	i	i	i
A549 viability	-7%	-16%	5%	-1%	-4%	.	-18%	1%
Nrf2 activator	2.5%	?	-0.6%	10µM*	7.1%	8.8%	0.4%	0.4%
CCT chaperon mod	-0.8	-2.1	0.2	0.4	-2.1	-1.3	-2.4	-0.5
Mm-Cpn inhibitor	0%	0%	0%	-5%	1%	.	0%	-1%
EPAC2 antagonist	0%	-5%	7%	-16%	-4%	12%	5%	4%
Nrf2 block	?	-18%	-4%	7%	1%	.	?	9%
EPAC2 agonist	8%	16%	5%	10%	9%	1%	0%	2%
TGFb inhibitor	11%	2%	-3%	-23%	-28%	14%	3%	3%

(41) COC(=O)c1c(NC(=O)c2ccn(C)n2)sc2c1CCC2
(42) COc1cc(C2c3c(-c4cc(C)ccc4O)n[nH]c3C(=O)N2Cc2ccco2)cc(OC)c1OC (configuration not stated)
(43) C/C(=N\NC(=O)C(=O)Nc1cc(C)ccc1C)c1ccncc1
(44) CCN(CC)CCN(CC)Cc1ccccc1Br
(45) Cc1csc(CN(C)C(=O)CC2C(=O)NCCN2Cc2ccc(F)c(F)c2)n1 (configuration not stated)
(46) COc1ccc(NC(=O)CN2CCN(CC(=O)Nc3ccccc3F)CC2)c(OC)c1
(47) Brc1ccc(C=Nc2ccc3c(c2)OCCOCCOCCO3)s1

Assay by compound	41	42	43	44	45	46	47
pAkt inh	i	.	i	.	i	i	i
A549 viability	8%	-13%	-5%	-3%	8%	-12%&0%	3%
Nrf2 activator	0.4%	0.9%	0.2%	-0.8%	-0.2%	3.1%&0.7%	-0.6%
CCT chaperon mod	0.9	.	-1.9	-4.6	1.4	-0.2	-2.7
Mm-Cpn inhibitor	2%	.	-1%	2%	0%	1%	-2%
EPAC2 antagonist	1%	.	0%	8%	-9%	19%	-5%
Nrf2 block	7%	15%	?	.	-10%	.	23%
EPAC2 agonist	7%	.	2%	1%	5%	-1%	12%
TGFb inhibitor	-7%	?	-10%	13%	-2%	?	10%

# Of the compounds above, four contain a nitro group on carbon:
(2) O=C(NNc1ccccc1[N+](=O)[O-])Nc1ccc(F)cc1
(13) COc1cc(/C=N/O)ccc1Oc1ccc([N+](=O)[O-])cc1[N+](=O)[O-]
(19) O=C(N/N=C/c1cccc([N+](=O)[O-])c1)c1cccs1
(34) Cc1ccc(-c2n[nH]c(=S)n2/N=C/C=C/c2ccccc2[N+](=O)[O-])cc1

Assay by compound	2	13	19	34
pAkt inh	i	i	i	i
A549 viability	-4%	-13%	0%	-16%
Nrf2 activator	-0.8%	29%	29%	?
CCT chaperon mod	0.3	0.9	2.3	-2.1
Mm-Cpn inhibitor	0%	3%	2%	0%
EPAC2 antagonist	2%	-18%	12%	-5%
Nrf2 block	-19%	-7%	?	-18%
EPAC2 agonist	1%	16%	?	16%
TGFb inhibitor	5%	-25%	9%	2%
